ROC1-CUL1 inh: human ROC1-CUL1 E3 ligase inhibition. inhibition, % at 10 µM. 140,000 tested, 0.6% active. P62877+Q13616. AID 1347404. in vitro K48 di-Ub FRET, acceptor:donor ratio, 45 min; in the data active = inhibition above about 25%
Target sequence (P62877 whole entry, looked up): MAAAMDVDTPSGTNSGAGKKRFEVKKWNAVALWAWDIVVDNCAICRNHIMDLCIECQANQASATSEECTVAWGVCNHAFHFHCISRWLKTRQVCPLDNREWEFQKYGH
Target sequence (Q13616 whole entry, looked up): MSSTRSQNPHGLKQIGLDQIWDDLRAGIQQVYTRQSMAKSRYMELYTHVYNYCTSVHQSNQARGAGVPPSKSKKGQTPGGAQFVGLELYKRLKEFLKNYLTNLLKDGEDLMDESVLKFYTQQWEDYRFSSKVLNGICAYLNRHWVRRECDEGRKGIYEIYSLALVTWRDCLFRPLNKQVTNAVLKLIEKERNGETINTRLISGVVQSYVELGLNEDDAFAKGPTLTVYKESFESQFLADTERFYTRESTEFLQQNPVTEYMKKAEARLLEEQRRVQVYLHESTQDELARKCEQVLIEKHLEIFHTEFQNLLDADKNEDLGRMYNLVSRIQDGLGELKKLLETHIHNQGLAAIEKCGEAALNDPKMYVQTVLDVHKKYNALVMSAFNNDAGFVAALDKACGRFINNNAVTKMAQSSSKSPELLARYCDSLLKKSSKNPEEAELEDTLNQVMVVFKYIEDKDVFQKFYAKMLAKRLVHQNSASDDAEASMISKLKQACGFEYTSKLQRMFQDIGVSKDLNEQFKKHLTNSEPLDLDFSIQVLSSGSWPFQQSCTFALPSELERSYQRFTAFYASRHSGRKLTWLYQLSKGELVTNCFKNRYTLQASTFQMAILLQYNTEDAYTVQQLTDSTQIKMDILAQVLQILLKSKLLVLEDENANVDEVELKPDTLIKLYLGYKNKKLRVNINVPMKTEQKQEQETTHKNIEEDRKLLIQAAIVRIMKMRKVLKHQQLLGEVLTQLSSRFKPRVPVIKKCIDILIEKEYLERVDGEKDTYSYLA
* marks the source's active call; other numbers are inactive results.

The opening 2 entries, to show the layout:
structure	ROC1-CUL1 inh
Cc1ccc(-n2nc3c(=O)n(CC(=O)NC(C)C)nc(C)c3c2C)cc1	-2.0
CCOc1ccc(Nc2oc(/C=C/c3ccc(F)cc3)nc2C#N)cc1	-0.3

The listing, from the first entry:
structure	ROC1-CUL1 inh
Cc1ccc(-n2nc3c(=O)n(CC(=O)NC(C)C)nc(C)c3c2C)cc1	-2.0
CCOc1ccc(Nc2oc(/C=C/c3ccc(F)cc3)nc2C#N)cc1	-0.3
Cc1ccc(C(=O)C2C(=O)C(=O)N(CCCC(=O)O)C2c2ccc(Cl)cc2Cl)cc1 (stereo not given)	-0.1
CCN(CC)c1ccc(C(=S)N2CCN(c3ccccc3C)CC2)cc1	-7.4
O=C(c1cc2c(=O)[nH]c3ccccc3c2s1)N1CCN(c2ccc(F)cc2)CC1	0.8
COc1ccc(NC(=O)c2csnn2)cc1	-12.1
O=C(c1cc(COc2ccccc2)[nH]n1)N1CCC(O)(c2ccccn2)CC1	-3.1
COc1ccc2c(c1)CC(C(=O)N1CCC(c3cc(=O)[nH]c(C)n3)CC1)CO2 (stereo not given)	10.7
CCCN1C(=O)C2(c3ccccc31)c1c(oc3ccccc3c1=O)C(=O)N2CCO (stereo not given)	4.5
Cc1ccc(-c2[nH]ncc2CNCCCN2CCCC(O)C2)cc1C (stereo not given)	7.3
Oc1ccccc1/C=N/Nc1c(Cl)cc(C(F)(F)F)cc1Cl	-2.8
Cc1c(C(=O)N(C)c2ccc(Cl)c(Cl)c2)cnn1-c1ccccc1	-2.7
CN(C)NC(=S)NC12CC3CC(CC(C3)C1)C2	-0.5
COc1ccc(NC(=O)Cn2cc(S(=O)(=O)c3ccccc3)c(=O)c3cc4c(cc32)OCO4)cc1	-0.4
O=C(c1ccc2c(c1)N(Cc1ccccc1)C(=O)c1ccccc1S2(=O)=O)N1CCCC1	-5.9
COc1ccc(C(=O)N2CCN(c3ccc(N)cc3)CC2)cc1	17.9
CC(C)S(=O)(=O)N1CCc2onc(C(c3ccccc3)c3ccccc3)c2C1	10.2
COc1ccc2nc(SCC(=O)Nc3ccc(S(=O)(=O)Nc4onc(C)c4C)cc3)[nH]c2c1	2.1
CCOC(=O)N1CCC(NC(=O)c2cnn(-c3ccc(OC)cc3)c2C2CCN(C(=O)OC(C)(C)C)CC2)CC1	-6.5
O=C(NCc1ccco1)C1CCCN(C2CCN(c3nc4ccccc4o3)CC2)C1 (stereo not given)	6.3
Clc1ccccc1CN(N=Nc1nonc1-c1ccccc1)c1nonc1-c1ccccc1	2.2
Cc1ccc(CCNC(=O)C2C=Nc3ccc(S(=O)(=O)Nc4cccc(C(F)(F)F)c4)cc3C2=O)cc1 (stereo not given)	-11.8
COC(=O)C1C(C)=NC(=S)NC1c1ccc([N+](=O)[O-])c(O)c1 (stereo not given)	-12.3
CCN(CCCNC(=O)c1nn(-c2ccc(OC)c(Cl)c2)c(=O)c2c1c1ccccc1n2C)c1cccc(C)c1	4.9
CCn1c(COc2c(C)cccc2C)n[nH]c1=S	-0.8
CN(CCSc1ccccc1)[C@@H]1c2ccccc2C2(CCNCC2)[C@H]1O	9.4
Cc1ccc(C(=O)COc2cccc(NC(=O)c3ccco3)c2)cc1	3.7
COC(=O)C1C2OC(=O)C1[C@@H](C(=O)O)[C@@H](OC1OC(COC(C)=O)C(OC(C)=O)C(OC(C)=O)C1OC(C)=O)[C@@H]2O (stereo not given in full)	-0.7
COC(=O)c1ccc(Cn2nc(-c3ccc(C)c(C)c3)ccc2=O)cc1	4.1
O=C(CCCn1nnnc1CN1CCc2ccccc2C1)N1CCCC1	-0.5
COc1ccc(-c2cnnc(N(C)Cc3nccn3C)n2)cc1	-3.1
Fc1cccc(-c2nnc(SCc3cc(Cl)cc4c3OCOC4)n2-c2ccccc2)c1	-11.9
CCC(C)Nc1ccc(-c2nc(CC(C)C)no2)cn1 (stereo not given)	-6.5
COc1cccc(OC)c1C(=O)Oc1ccc(Br)cc1Br	3.8
CCCn1c(C)cn2c3c(=O)n(CCN4CCCCC4)c(=O)n(C)c3nc12	7.7
Cc1ccc2c(c1)N(CCC(=O)NCc1ccccc1Cl)C(=O)CO2	-2.9
O=C(CSc1nccn1Cc1ccccc1)NCc1ccccc1Cl	-0.6
CCn1c(=O)cc(OCC(=O)N(C)c2ccc(OC)cc2)c2ccccc21	-2.4
Cc1cc(I)ccc1S(=O)(=O)N1CCOCC1	-0.8
Cc1ccc(C(=O)N2CCN(C34CC5CC(CC(C5)C3)C4)CC2)s1	3.8
Cc1nc(-c2ccccc2)sc1CCNC(=O)C(=O)Nc1ccc2c(c1)OCO2	6.3
COc1cc(Cl)c(C)cc1NC(=O)CC(c1ccc(F)cc1)N1Cc2ccccc2C1=O (stereo not given)	-3.6
CCCOc1ccc([N+](=O)[O-])c(N)c1	12.3
OCC(O)C(O)C(O)C(O)C1NNC(=S)NN1 (stereo not given)	-2.5
COCCNC(=O)Cn1nc(-c2ccc(C)cc2)c2ccccc2c1=O	0.9
Cc1ccc(N=c2scc(-c3ccc([N+](=O)[O-])cc3)n2-c2ccc(C)cc2)cc1	-1.5
COc1ccccc1NC(=O)c1oc2ccccc2c1NC(=O)c1ccc(S(=O)(=O)N(C)C)cc1	1.4
CCOc1ccc(CCNC(=O)C(CC)n2nc(C)c3c(C)n(-c4ccccc4)nc3c2=O)cc1 (stereo not given)	-0.4
Nc1nc(-c2ccco2)nn1C(=O)Cc1ccccc1	-2.2
CN(Cc1ccc(-c2nc(C3CCCO3)cc(=O)[nH]2)cc1)Cc1cnccn1 (stereo not given)	-5.4
CC(=O)[C@H]1[C@H](c2ccc(F)cc2F)C(C#N)(C#N)C2c3ccccc3C=CN21 (stereo not given in full)	-3.9
O=C(Nc1ccc(Cl)cc1)C1CCC(CNS(=O)(=O)c2ccc(Br)s2)CC1 (stereo not given)	-5.7
Cc1ccccc1CC(C1CCN(C(=O)/C=C/c2cccs2)CC1)N(C)C(=O)C1CCC1 (stereo not given)	1.6
CN(C(=O)c1cnccn1)C1CCCN(CCc2ccccc2)C1 (stereo not given)	-3.1
Cc1c(Cl)ccc(S(=O)(=O)n2cccn2)c1Cl	-10.0
COc1cc(COCC(O)CN2CCN(c3ccccc3F)CC2)cc(OC)c1OC (stereo not given)	4.1
COC(=O)[C@@H]1CCCN1Cc1nc(-c2cccc(Cl)c2)oc1C	-9.9
CCC1=Nc2cc(C(=O)NCc3ccccc3Cl)ccc2Sc2ccc(C)cc21	0.8
CCSc1ncc(Cl)c(C(=O)NC(C)CC)n1 (stereo not given)	3.9
CCCC1=C(C(=O)OCC)C(c2ccc(F)cc2)C(C#N)C(=N)O1 (stereo not given)	-2.5

(list continues)
structure	ROC1-CUL1 inh
Cc1ccc(C(=O)c2sc3nc4c(cc3c2N)CCCCCC4)cc1	-5.7
CCCCC(C(=O)OCC(=O)c1ccc(F)cc1)N1C(=O)c2ccccc2C1=O (stereo not given)	2.3
O=C(c1cc2nc(-c3ccc(F)cc3)cc(C(F)(F)F)n2n1)N1CCCCC1	5.2
Cc1cc(C)n(-c2c(-c3ccccc3)c(=O)n(C)c3ccccc23)n1	6.5
CC(C)C(=O)Nc1c(C(=O)N2CCN(c3ccccc3F)CC2)oc2ccccc12	1.4
O=C(NCCN1CCCC1=O)c1ccccc1	0.7
O=C(Nc1nc(-c2ccccc2)cs1)C1Cc2ccccc2CN1S(=O)(=O)c1cccs1 (stereo not given)	10.1
CCc1cccc(NC(=O)C2CCC(CNS(=O)(=O)c3ccc4c(c3)CCCC(=O)N4)CC2)c1 (stereo not given)	6.5
O=C1C2CCCCC2C(=O)N1CNc1ccc(F)cc1 (stereo not given)	2.6
CCC(=O)n1nc(-c2cccnc2)nc1NCc1ccc(F)cc1	-9.2
COC(=O)[C@@H]1C[C@H](C(=O)NCc2ccc(C)s2)[C@H](c2ccccc2F)N1C	-6.2
N#Cc1c(N)nc2c(c1-c1ccc3c(c1)OCO3)CCCCC2	1.4
CCc1cc(OC)c(OC)cc1C(CC)NC(=O)c1ccc(OC)cc1 (stereo not given)	1.6
CN=C1CC(SC)=C1c1ccc(OC)cc1	7.2
CCOC(=O)CSc1nc2ccc(NC(=O)c3ccc(F)cc3)cc2s1	-3.6
Cc1ccc(SCC2=NC(=NC(N)=Nc3ccccc3)NC(=O)C2)cc1	-2.2
CCOc1ccc(CCNC(=O)Cn2c(=O)c3cccn3c3ccc(F)cc32)cc1OCC	-3.7
Cc1ccc(CCNC(=O)NCc2noc3ccc(C)cc23)cc1	-1.2
CCOC(=O)c1c(NC(C)=O)sc2c1CCN(C(=O)OCC)C2	1.1
CCOC(=O)NC(NC(=O)OCC)c1ccc(OCC)cc1	-0.3
COc1ccc(-c2c(-c3ccc(OC)cc3)n(-c3ccccc3)c(=S)n2-c2ccccc2)cc1	-6.5
CCNc1nnc(-c2ccncc2)s1	2.9
COc1ccc(OC)c(NC(=O)CSc2nnc(-c3ccc(Cl)cc3Cl)n2N)c1	3.6
COc1ccc(CC(=O)N(Cc2nc(-c3ccc(C)cc3)no2)C(C)C)cc1	-9.3
Cc1ccc(OCC(O)Cn2c(CO)nc3ccccc32)cc1 (stereo not given)	-3.1
Clc1ccc(N=C2C(=Nc3ccc(Cl)cc3)c3cccc4cccc2c34)cc1	7.7
CCC(C(=O)NCCc1ccc(SC)cc1)n1nc(C)c2c(C)n(-c3ccc(C)cc3)nc2c1=O (stereo not given)	4.0
Nc1nc(CN2CCN(c3ccccc3F)CC2)nc(N2CCCCC2)n1	9.4
Cc1ccc2onc(Cc3nn4c(C(F)(F)F)nnc4s3)c2c1	6.7
c1ccc(-c2ccc(-c3ccccc3)cc2)cc1	-2.4
COc1ccccc1CNS(=O)(=O)c1ccc(-c2cc(C(F)(F)F)on2)s1	-7.2
O=C(O)c1cc(-c2ccc(OCc3ccccc3)cc2)nc2ccccc12	3.1
Cc1cc(NC(=O)CSc2ncc(C(=O)Nc3ccc(C)c(C)c3)c(=O)n2C)no1	-5.6
Cc1ccc(Cl)cc1NC(=O)COCc1cc(-c2ccco2)on1	11.1
OC(COc1cccc(CNC2Cc3ccccc3C2)c1)CN1CCOCC1 (stereo not given)	-1.6
O=S(=O)(c1cccc2c(S(=O)(=O)N3CCCC3)cccc12)N1CCCC1	-1.0
CCc1ccc(OC(=O)COc2ccc(Cl)cc2)c(Br)c1	0.8
CCOc1cc(C2C3=C(CC(C)(C)CC3=O)N=C3CC(C)(C)CC(=O)C32)cc(Cl)c1OCc1ccccc1F (stereo not given)	-2.5
CCN(CC)c1ccc(/C=C(\C#N)c2nc3ncccc3n2C)cc1	11.2
COc1ccccc1C(=O)Nc1nnc(S(=O)(=O)N(C)c2ccc(Cl)cc2)s1	3.4
COC(=O)c1ccccc1S(=O)(=O)n1ccnc1	7.9
CC(C)(C)C(=O)Nc1cc(Cl)ccc1C(=O)O	6.7
Cc1ccc(C(OCC2CCCCN2)c2ccccc2)cc1 (stereo not given)	2.3
O=C1NN(c2ccc(F)cc2)C(=O)/C1=C\c1cccc([N+](=O)[O-])c1	-9.2
CCn1c(=O)c2c(nc3n(-c4ccccc4N)c(C)c(C)n23)n(C)c1=O	6.1
CCC(=O)NC1CCC(CC2CCC(NC(=O)CC)CC2)CC1 (stereo not given)	-3.6
C=CCOn1c(=O)c(=O)n(OCC)c2ccccc21	5.2
CCOC(=O)C1CCN(Cc2nc(-c3ccccn3)no2)CC1	13.7
CC(=O)Nc1ccc(NC(=O)c2cc(CN3CCCC3)on2)cc1	-1.8
CC(Oc1ccc(F)cc1)C(=O)N1CCc2ccccc2C1 (stereo not given)	-14.7
COc1cc(OC)cc(-c2n[nH]c(=S)n2-c2cccc3ccccc23)c1	6.1
COc1ccc(CNC(=O)NC(=O)C(F)(F)F)cc1	4.7
COc1cc(CC2(CCC(=O)NC(C)c3cccs3)CCC(=O)N2)ccc1F (stereo not given)	-11.7
C=CCn1c(=O)c2c(nc3n2CC(C)=NN3CC)n(C)c1=O	1.6
CC(=O)c1cccc(NC(=O)c2sc3nc4c(cc3c2N)CCCCCC4)c1	-6.4
COc1cnn(-c2cccc(Cl)c2)c(=O)c1Cl	5.9
CC(=O)Nc1nc(Cn2c(-c3nonc3NC(C)=O)nc3ccccc32)nc(NC(C)=O)n1	3.3
CC(=O)c1ccc(N2CCN(C(=O)Cn3ncc4c3-c3ccccc3OC4)CC2)cc1	4.0
COc1ccc(Cc2nnc(NS(=O)(=O)c3ccc(Cl)cc3)s2)cc1OC	9.3
C=CCOc1cc(Br)c(CC2=NC(=O)N(c3cccc(Cl)c3)C2=O)cc1OC	5.1

Not a retest: entries from further up.
structure	ROC1-CUL1 inh
Cc1cc(NC(=O)CSc2ncc(C(=O)Nc3ccc(C)c(C)c3)c(=O)n2C)no1	-5.6
Cc1ccc(Cl)cc1NC(=O)COCc1cc(-c2ccco2)on1	11.1
OC(COc1cccc(CNC2Cc3ccccc3C2)c1)CN1CCOCC1 (stereo not given)	-1.6
O=S(=O)(c1cccc2c(S(=O)(=O)N3CCCC3)cccc12)N1CCCC1	-1.0

Later entries:
structure	ROC1-CUL1 inh
COc1cccc(-c2ccc3c(N)c(C(=O)c4ccc(Br)cc4)sc3n2)c1	0.3
Cc1ccc(-c2ccc(CN3CCC(n4cc(CO)nn4)CC3)cc2)o1	-9.4
COc1ccc(C(=O)Nc2ccc(Oc3ncnc4scc(-c5ccccc5)c34)cc2)cc1OC	6.6
CC(=O)c1c(N(C)C)ccnc1C(F)(F)F	1.8
COc1ccc(NC(=O)c2ccc3oc(=O)c(S(=O)(=O)c4ccc(F)cc4)cc3c2)cc1OC	-5.7

High-throughput results (PubChem)

A portion of the library; count on the stated rates, not on these rows.
